# PTAP TSG101 blk: qHTS Assay for Iinhibitors of HIV-1 Budding by Blocking the Interaction of PTAP/TSG101; 340,000 tested, under 10 active; Potency, µM (doses to about 115 µM), for the others: top-dose activity change, negative = inhibition, usual class: inhibitors; Fluorescence polarization, FITC-PTAP peptide / Tsg101 binding; Tumor susceptibility gene 101 protein (Homo sapiens), Q99816; AID 493005, 2010; active = well fitted inhibition curve with a large enough effect in the main read-out, with a control signal flat, not every such curve was filed as active; inconclusive = small, poorly fitted or top-dose-only effect, or effect the other way, or a change in a side signal; inactive = no such curve, though single readings can be large or run the other way; also: potency is read from the fitted curve at half-maximal effect; % of control where 0% means no effect
# Target sequence (Q99816 whole entry, looked up): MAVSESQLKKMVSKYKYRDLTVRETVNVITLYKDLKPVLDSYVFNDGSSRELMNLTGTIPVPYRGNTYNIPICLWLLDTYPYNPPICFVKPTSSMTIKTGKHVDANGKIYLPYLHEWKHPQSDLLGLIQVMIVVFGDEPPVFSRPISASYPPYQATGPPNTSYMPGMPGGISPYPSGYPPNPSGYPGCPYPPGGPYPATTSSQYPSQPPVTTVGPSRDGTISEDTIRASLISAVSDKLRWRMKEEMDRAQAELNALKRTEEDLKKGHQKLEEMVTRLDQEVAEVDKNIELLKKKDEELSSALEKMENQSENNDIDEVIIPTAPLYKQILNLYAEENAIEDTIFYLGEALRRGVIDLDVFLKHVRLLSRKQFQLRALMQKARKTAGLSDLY
#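 Compounds were pin-transferred onto Tsg101 binding domain (10 uM final) in HEPES pH 7.5 buffer, then FITC-PTAP peptide was added at 50 nM final. After 20 min at RT, polarization reported peptide displacement across a qHTS concentration series.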
# uPA generation: qHTS for Inhibitors of Cell Surface uPA Generation; 0.31% of 330,000 active; Potency, µM (top dose mostly 38.3 µM), for inactives: at the top dose activity change, negative = inhibition, usual class: inhibitors; cell surface uPA generation assay, qHTS; active = well fitted inhibition curve with a large enough effect; inconclusive = small, poorly fitted or top-dose-only effect; inactive = no such curve, though single readings can be large or run the other way; tested in mouse RAW 264.7 cells; also: potency is read from the fitted curve at half-maximal effect; % is scaled to controls: 0 for no effect and ±100 for the full control effect; nearly all actives have a fitted effect of over 55% in size
# TCR act: Activators of T cell receptors: qHTS campaign. primary human leukocytes, anti-CD3, IL-2 HTRF, 48 h. Potency, µM (highest dose often 9.22 µM), for the others: at the top dose activation of IL-2 secretion, most hits filed as activators. 330,000 tested, under 10 active. AID 504894, 2011; active = well fitted activation curve with a large enough effect; inconclusive = small, poorly fitted or top-dose-only effect, or another doubt; inactive = no such curve, though single readings can be large or run the other way; also: % of control where 0% means no effect
#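 Primary human leukocytes were stimulated with a-CD3 beads plus compounds for 48 hr without co-stimulation; secreted IL-2 was quantified by HTRF using a-IL-2-K (europium cryptate) and a-IL-2-d2, excited at 320nm with acceptor emission read at 665nm.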
# Numbers without * were called inactive; u = inconclusive. Not all compounds are listed. The share of hits here may be higher or lower than overall.
# A first look:
SMILES,PTAP TSG101 blk,uPA generation,TCR act
Nc1c2c(nc3ccccc13)CSCC2,0%,-1%,1%
COC(=O)c1ccc(Cl)c(NC(=O)CN(c2ccc(OC)cc2)S(=O)(=O)c2ccccc2)c1,-1%,-1%,3%
COc1ccc(C#Cc2c(-c3ccsc3)oc3ccc(-c4cc(OC)c(OC)c(OC)c4)cc23)cc1,-3%,7%,-4%
Cc1ccccc1C(=O)c1ccccc1C(=O)c1ccccc1,-2%,0%,8%
O=S(OCCN1CCOCC1)C(c1ccccc1)c1ccccc1 (stereo not drawn),1%,-3%,-1%
CC(=O)C1(O)C(C)CC2C3CC(F)C4(O)CC(O)CCC4(C)C3CCC21C (stereo not drawn),-4%,3%,4%
O=C(C=Cc1ccco1)N1CCOCC1,-10%,0%,-1%
O=c1c2ccccc2sc2ccccc12,1%,-1%,-4%
O=C1Nc2cc(Cl)ccc2Nc2cscc21,-12%,9%,5%
C/C(=N\OCC(=O)OC(C)C(=O)Nc1ccc(C)c(S(=O)(=O)N2CCOCC2)c1)c1ccc2c(c1)OCO2 (stereo not drawn),1%,-16%,-1%
O=C(CCCCC(=O)Sc1ccccc1)Sc1ccccc1,1%,-6%,-19%
Cc1ccc2nc3c(cc(C(=O)NCc4ccccc4)c(=N)n3CCCn3ccnc3)c(=O)n2c1,-7%,-2%,-1%
CN(CCc1ccccc1)C(=O)c1cccc(NC(=O)Cc2cccc(NC(=O)C3CCCN(C(=O)C4CCCCC4)C3)c2)c1 (stereo not drawn),4%,15%,5%
COC(=O)C1(NC(=O)CNC(=O)OCc2ccccc2)CCCC1,0%,1%,-28%
Cc1c(N)cc(S(=O)(=O)O)cc1NC(=O)c1cccc([N+](=O)[O-])c1,-2%,1%,5%
COc1ccc(CN2CCN(S(=O)(=O)c3ccccc3)CC2)c(OC)c1OC,1%,0%,-7%
Nc1ccc(CSc2ccccc2)cc1,-6%,-4%,5%
CCN1C(=O)N[C@@H](c2cccc(C(F)(F)F)c2)[C@H](C(C)=O)[C@H]1C,0%,-15%,-3%
Cn1[nH]cc(C=NC(N)=O)c1=O,-1%,-1%,-10%
CCCCCCCCNS(=O)(=O)CCNCCc1ccccc1,-9%,16%,-4%

# The listing, from the start:
SMILES,PTAP TSG101 blk,uPA generation,TCR act
Nc1c2c(nc3ccccc13)CSCC2,0%,-1%,1%
COC(=O)c1ccc(Cl)c(NC(=O)CN(c2ccc(OC)cc2)S(=O)(=O)c2ccccc2)c1,-1%,-1%,3%
COc1ccc(C#Cc2c(-c3ccsc3)oc3ccc(-c4cc(OC)c(OC)c(OC)c4)cc23)cc1,-3%,7%,-4%
Cc1ccccc1C(=O)c1ccccc1C(=O)c1ccccc1,-2%,0%,8%
O=S(OCCN1CCOCC1)C(c1ccccc1)c1ccccc1 (stereo not drawn),1%,-3%,-1%
CC(=O)C1(O)C(C)CC2C3CC(F)C4(O)CC(O)CCC4(C)C3CCC21C (stereo not drawn),-4%,3%,4%
O=C(C=Cc1ccco1)N1CCOCC1,-10%,0%,-1%
O=c1c2ccccc2sc2ccccc12,1%,-1%,-4%
O=C1Nc2cc(Cl)ccc2Nc2cscc21,-12%,9%,5%
C/C(=N\OCC(=O)OC(C)C(=O)Nc1ccc(C)c(S(=O)(=O)N2CCOCC2)c1)c1ccc2c(c1)OCO2 (stereo not drawn),1%,-16%,-1%
O=C(CCCCC(=O)Sc1ccccc1)Sc1ccccc1,1%,-6%,-19%
Cc1ccc2nc3c(cc(C(=O)NCc4ccccc4)c(=N)n3CCCn3ccnc3)c(=O)n2c1,-7%,-2%,-1%
CN(CCc1ccccc1)C(=O)c1cccc(NC(=O)Cc2cccc(NC(=O)C3CCCN(C(=O)C4CCCCC4)C3)c2)c1 (stereo not drawn),4%,15%,5%
COC(=O)C1(NC(=O)CNC(=O)OCc2ccccc2)CCCC1,0%,1%,-28%
Cc1c(N)cc(S(=O)(=O)O)cc1NC(=O)c1cccc([N+](=O)[O-])c1,-2%,1%,5%
COc1ccc(CN2CCN(S(=O)(=O)c3ccccc3)CC2)c(OC)c1OC,1%,0%,-7%
Nc1ccc(CSc2ccccc2)cc1,-6%,-4%,5%
CCN1C(=O)N[C@@H](c2cccc(C(F)(F)F)c2)[C@H](C(C)=O)[C@H]1C,0%,-15%,-3%
Cn1[nH]cc(C=NC(N)=O)c1=O,-1%,-1%,-10%
CCCCCCCCNS(=O)(=O)CCNCCc1ccccc1,-9%,16%,-4%
O=C(O)C(c1ccccc1)C(O)c1ccc2c(c1)OCO2 (stereo not drawn),-3%,4%,1%
CCC/C=C1/CCCOC(C(=O)NCc2ccccc2)(C(F)(F)F)C1 (stereo not drawn),0%,2%,-6%
COC(=O)c1cc(-c2ccccc2)n(CCN)c1C,0%,-16%,10%
C=Cc1cc2c(cc1O)CCC1C2CCC2(C)C(O)CCC12 (stereo not drawn),-1%,-7%,-1%
Nc1ccc(CNC(=O)OCC2c3ccccc3-c3ccccc32)cc1,-1%,3%,5%

# The listing continues.
SMILES,PTAP TSG101 blk,uPA generation,TCR act
CCC(C)Cn1cnc2c(Sc3c([N+](=O)[O-])ncn3C)nc(N)nc21 (stereo not drawn),-4%,-13%,8%
CCOC(=O)c1c(NC(=O)CN2C(=O)N(C)C3(CCCCC3)C2=O)sc(C(=O)N(C)C)c1C,-2%,-6%,-3%
COC(=O)[C@H](Cc1ccc(O)cc1)NCCCn1cnc(C(=O)Nc2ccc(C)c(C)c2)n1,-2%,5%,-8%
CC(C)COc1ccc(C(=S)N2CCCC2)cc1,-3%,2%,0%
O=C(NCc1ccc(C(F)(F)F)cc1)C1CC(c2ccc(C(F)(F)F)cc2)=NO1 (stereo not drawn),1%,u,0%
CCC(=O)c1ccc(OC(=O)c2cccs2)cc1,-2%,3%,-8%
CN(C(=O)c1ccc(NC(=O)Cc2ccc(NC(=O)C3CCCN(C(=O)C4CCC4)C3)cc2)cc1)C1CCCC1 (stereo not drawn),-9%,9%,6%
CN(Cc1ccccc1)C(=O)c1cccc(NC(=O)Cc2ccc(NC(=O)C3CCCN(C(=O)CCc4ccccc4)C3)cc2)c1 (stereo not drawn),6%,-19%,2%
CCCCCCCCS(=O)c1sc2nc3c(cc2c1N)CCCC3 (stereo not drawn),-2%,8%,7%
CC(C)C[C@H]1CNC(=S)N1CC1CCN(CC2CCC(C(C)(C)C)CC2)CC1 (stereo partly drawn),0%,-4%,-3%
c1ccc(-n2c(Cc3cccnc3)nc3cnccc32)cc1,-1%,1%,-18%
CC(=NNC(=O)c1ccncc1)c1cccc(Cl)c1,-4%,-3%,3%
O=C1C=C(c2ccc3c(c2)OCO3)CCC1,-2%,u,1%
CCOC(=O)c1cc(-c2ccc(F)cc2)n(CC(=O)Nc2nccs2)c1C,-1%,15%,1%
COC1CC(C)C(OC)c2cc(O)cc(c2O)NC(=O)C(C)=CC=CC(C)C(OC(N)=O)C(C)=CC(C)C1OC (stereo not drawn),-2%,-11%,6%
O=C(O)C[C@H]1c2cc(F)ccc2S(=O)(=O)N1Cc1ccccc1,-6%,-5%,-8%
O=C1C(Cl)=C(NCCc2ccccc2)C(=O)c2ccccc21,0%,-9%,-1%
O=C1c2cccc(Cl)c2C(=O)c2c1cccc2N1CCCC1,-2%,1%,1%
COc1cc2c(cc1NC(=O)C(F)(F)F)-c1ccc(NC(=O)C(F)(F)F)cc1C2,0%,9%,3%
Oc1[nH]c2ccccc2c1N=Nc1ccccc1Cl,u,-2%,-3%
COc1cccc(CC(=O)Nc2ccc(N3CCOCC3)c(S(=O)(=O)Nc3ccccc3OC)c2)c1,-1%,9%,7%
O=C(O)c1ccccc1N=Nc1ccc(O)cc1,-15%,9%,9%
Clc1nc(Cl)c2ncn(-c3ccccc3)c2n1,-1%,-8%,-1%
ON(CCc1ccccn1)Cc1ccccc1,1%,6%,0%
CC1CC2(C)C(=CC1=O)CCC1C2C(O)CC2(C)C1CCC2(O)C(=O)CO (stereo not drawn),-1%,-7%,-6%

# Next entries follow.
SMILES,PTAP TSG101 blk,uPA generation,TCR act
Cc1nc2sc(C(c3ccco3)N3CCc4ccccc4C3)c(O)n2n1 (stereo not drawn),-1%,6%,-1%
Cc1nc2c(O)c3c(c(O)c2nc1C)C1C=CC3CC1,2%,-15%,-2%
Cn1cnc([N+](=O)[O-])c1S(=O)(=O)Nc1ccccc1,-6%,-14%,-4%
O=C1C2C3C=CC(C3)C2C(=O)N1c1ncc([N+](=O)[O-])s1 (stereo not drawn),-7%,1%,1%
CC(=O)NC(C)(CC(=O)c1ccccc1)c1ccccc1 (stereo not drawn),1%,-7%,-7%
O=C(O)CCCC1(C(=O)O)CCCC1,0%,3%,3%
S=c1[nH]nc(SCc2ccccc2)c2[nH]cnc12,-2%,2%,23%
C#Cc1ccc([C@@H]2C=C(C(=O)O)O[C@H](OCC)[C@H]2CCCO)cc1,1%,2%,-1%
CC1(C)C2CC[C@]3(C)C(CC=C4[C@@H]5C[C@@](C)(CO)[C@@H](O)C[C@]5(C(=O)O)CC[C@]43C)[C@@]2(C)CC[C@@H]1O (stereo partly drawn),0%,4%,0%
CC(=O)c1cc(C)c(OCc2cn(CC(=O)c3ccc(O)cc3)nn2)c(C)c1,1%,3%,5%
COc1cc(OC)cc(C(=O)NCCCCc2ccccc2)c1,2%,3%,-2%
COc1ccc(NC(=O)CCCCC#Cc2ccccc2)cc1,1%,-1%,-5%
O=C(O)CC1Cc2ccccc2C1C(=O)O (stereo not drawn),-4%,1%,-4%
CC1(CNC(=O)C(=O)NCC2(C)CO2)CO1 (stereo not drawn),-3%,-17%,2%
CC(=O)N1CCN(C(=O)CCCNC(=O)c2ccc(Cl)cc2)CC1,-4%,u,1%
CN(C)CCCn1c2c3ccccc3ccc2c2oc(=O)c3ccccc3c21,-20%,-6%,2%
CCn1cc(C2C3=C(CC(C)(C)CC3=O)N(c3ccc(C)cc3)C3=C2C(=O)CC(C)(C)C3)c(C)n1,-5%,1%,-8%
O=C1C2C3C=CC(C4CC34)C2C(=O)N1CCCCN1CCN(c2ccc(F)cc2)CC1 (stereo not drawn),-4%,-25%,-1%
Cc1cc(-c2ccc3c(c2)COc2c4ccccc4nn2-3)on1,0%,-7%,9%
O=C(NN=Cc1ccc2c(c1)OCO2)c1ccncc1,0%,1%,2%
CC(=O)Nc1cc(=O)c2cccnc2[nH]1,-12%,1%,-5%
COc1ccc2[nH]c(=O)c(-c3nnn(-c4ccc(F)cc4)n3)cc2c1,-2%,-1%,0%
S=C(NCc1ccccc1)C(=S)NCc1ccccc1,0%,1%,-2%
OCCN(Cc1cccnc1)Cc1ccccn1,1%,-11%,1%
C#CCOCCOCCOCCNc1nc(N2CCN(C(=O)[C@H]([C@@H](C)CC)n3cc(CCC(=O)O)nn3)CC2)nc(N2CCN(C(=O)[C@H](Cc3ccc(O)cc3)n3cc(CCO)nn3)CC2)n1,-15%,13%,-3%

# Additional records.
SMILES,PTAP TSG101 blk,uPA generation,TCR act
COP(=O)(OC)C(Nc1ccc(C)cc1)c1ccc(Br)cc1 (stereo not drawn),-2%,0%,3%
COc1cc(C2C3=C(COC3=O)Oc3cc4c(cc32)OCO4)cc(OC)c1OC (stereo not drawn),-1%,-13%,-2%
O=C1C2CCCCN2C(=O)N1CCCCN1CCN(c2cccc(C(F)(F)F)c2)CC1 (stereo not drawn),-6%,-3%,-1%
N#CC(=C(c1ccccc1)c1ccccc1)c1ccccc1,1%,7%,-7%
COc1ccccc1N1CCN(CCN2C(=O)CC(=C3c4ccccc4-c4ccccc43)C2=O)CC1,-3%,4%,8%
COc1ccccc1NC(=O)/C(C#N)=C/c1cccn1C,1%,-2%,2%
CC12CCC3(CC1CCC1OC12)OCCO3 (stereo not drawn),1%,9%,8%
Cc1ccccc1S(=O)(=O)N1C[C@H]2CON(C)[C@H]2C[C@H]1c1cccc(-c2ccccc2)c1,-8%,-23%,1%
CC(NC(=O)c1ccccc1)C(=O)Nc1ccccc1 (stereo not drawn),0%,2%,-1%
O=C(Nc1ccc(C(=O)N2CCOCC2)cc1)C1CCC1,-12%,12%,2%

# Screening results from PubChem BioAssay.
